# BioA inh: M. tuberculosis BioA enzyme inhibitors, primary screen, biochemical, plate reader, single point, HTS. 7,8-diaminopelargonic acid synthase BioA (Mycobacterium tuberculosis). purified M. tuberculosis BioA enzyme. inhibition, % at 9.99 µM. hit rate 0.096% among 360,000; in the data active = inhibition above about 40%
# Active calls of the source: *.
SMILES	BioA inh
C[C@H](CO)N1C[C@H](C)[C@H](CN(C)S(=O)(=O)c2cn(C)cn2)Oc2ccc(NC(=O)Nc3ccc4c(c3)OCO4)cc2C1=O	-1.9
COCC(=O)N1C[C@H](C)[C@@H](OC)CN(C)C(=O)c2cc(NC(=O)c3cnccn3)ccc2OC[C@H]1C	-0.2
O=C(C[C@@H]1C=C[C@@H](NC(=O)C2CC2)[C@@H](CO)O1)NCc1ccncc1	1.9
C[C@H](CO)N1C[C@H](C)[C@H](CN(C)CC2CCCCC2)Oc2c(NC(=O)c3nc4ccccc4s3)cccc2C1=O	-0.9
C[C@@H]1CN([C@@H](C)CO)C(=O)c2cc(NC(=O)CCN3CCOCC3)ccc2O[C@H]1CN(C)Cc1ccncc1	-1.7
C[C@@H]1CN([C@H](C)CO)C(=O)c2cc(NS(=O)(=O)c3ccc(F)cc3)ccc2O[C@@H](C)CCCCO[C@@H]1CN(C)C(=O)CCC(F)(F)F	-1.4
C[C@@H]1CN([C@@H](C)CO)C(=O)c2cc(NC(=O)c3ccncc3)ccc2O[C@@H](C)CCCCO[C@@H]1CN(C)C(=O)CCCN(C)C	-0.4
C[C@@H]1CN([C@@H](C)CO)C(=O)c2cccc(NC(=O)c3nc4ccccc4s3)c2O[C@H]1CN(C)CC1CC1	11
O=C(Nc1ccc2c(c1)OCO2)N[C@@H]1CC[C@@H](CCNC(=O)C2CCCC2)O[C@H]1CO	-8.2
N#C[C@H]1[C@@H](c2ccc(C3=CCCCC3)cc2)[C@H](CO)N1C(=O)CN1CCOCC1	2.5
O=S(=O)(N[C@H]1CC[C@@H](CCn2cc(C3CC3)nn2)O[C@@H]1CO)c1ccc(F)cc1	5.2
O=C(C[C@@H]1C[C@H]2c3cc(NC(=O)Nc4ccc(C(F)(F)F)cc4)ccc3O[C@H]2[C@@H](CO)O1)NCCc1ccccc1	-0.7
C[C@@H]1CN([C@@H](C)CO)C(=O)Cc2cc(NC(=O)Nc3cccc4ccccc34)ccc2O[C@H]1CN(C)Cc1ccc(Cl)c(Cl)c1	-2.1
CCCc1cn(CC[C@H]2CC[C@@H](NC(=O)C3CCOCC3)[C@H](CO)O2)nn1	4.4
COc1ccccc1C#Cc1ccc2c(c1)O[C@H](CN(C)Cc1cncnc1)[C@@H](C)CN([C@H](C)CO)S2(=O)=O	-0.3
CN1[C@@H]2c3ccc(C4=CCCCC4)c(=O)n3C[C@@H]2[C@@H](CO)[C@@H]1C(=O)NCc1ccccc1	0.2
C[C@@H]1CN([C@H](C)CO)S(=O)(=O)c2ccc(C3=CCCCC3)cc2O[C@@H]1CN(C)Cc1cccnc1	3.4
CN1C(=O)c2cc(NC(=O)Nc3ccccc3Cl)ccc2OC[C@H]2O[C@H](CC(=O)NCCCN3CCOCC3)CC[C@H]21	0.8
COCC(=O)N1[C@H](CN(C)C(=O)c2cccnc2)[C@@H](c2ccccc2)[C@@H]1CO	0.6
CC(=O)N(C)C[C@H]1Oc2cc(C#CCC3CCCC3)ccc2S(=O)(=O)N([C@H](C)CO)C[C@@H]1C	3.7
O=C(Cc1ccccc1)N1CC[C@H]2[C@H](CO)Nc3ccc(C#Cc4ccccc4)cc3[C@H]21	-0.7
C[C@H](CO)N1C[C@H](C)[C@@H](CN(C)S(=O)(=O)c2cccs2)Oc2c(NS(C)(=O)=O)cccc2C1=O	-1.5
C[C@@H]1CN([C@@H](C)CO)C(=O)Cc2cc(NC(=O)CCCCCC(=O)Nc3ccccc3N)ccc2O[C@@H]1CN(C)C	-1.5
C[C@H]1CN([C@@H](C)CO)C(=O)c2cc(NS(=O)(=O)c3ccccc3)ccc2O[C@H]1CN(C)C(=O)NC1CCCCC1	-2.2
CO[C@@H]1CN(C)C(=O)c2ccc(NC(=O)C3CC3)cc2OC[C@H](C)N(C(=O)C2CCCCC2)C[C@@H]1C	0.9
CN(C[C@H]1[C@H](c2ccccc2)[C@@H](CO)N1C(=O)c1ccccc1)C(=O)C1CCC1	2.7
CN1C(=O)c2cc(NC(=O)C3CC3)ccc2OC[C@@H]2O[C@@H](CC(=O)NCCN3CCCC3)CC[C@H]21	-0.7
C[C@@H]1CCCCO[C@H](CN(C)Cc2ccncc2)[C@@H](C)CN([C@H](C)CO)C(=O)c2cc(NC(=O)Nc3cccc4ccccc34)ccc2O1	2.0
C[C@@H]1CN([C@H](C)CO)C(=O)c2cc(/C=C/c3ccccc3)cnc2O[C@@H]1CN(C)S(=O)(=O)c1ccc(F)cc1	-3.6
Cc1noc(C)c1S(=O)(=O)Nc1ccc2c(c1)C(=O)N([C@H](C)CO)C[C@H](C)[C@@H](CN(C)C(=O)Nc1ccc(F)cc1)OCCCC[C@H](C)O2	-0.2
CNC[C@@H]1Oc2ccc(NC(=O)Cc3cn(C)c4ccccc34)cc2C(=O)N([C@H](C)CO)C[C@H]1C	-1.4
C[C@H]1CN([C@@H](C)CO)C(=O)Cc2cc(NC(=O)Nc3cccc4ccccc34)ccc2O[C@H]1CN(C)S(=O)(=O)c1cccs1	-1.0
C[C@H]1CN([C@@H](C)CO)S(=O)(=O)c2ccc(-c3ccccc3)cc2O[C@@H]1CN(C)Cc1ccccc1C(=O)O	-2.5
O=S(=O)(Cc1ccccc1)N1CCCCN2[C@H](CO)[C@H](c3ccc(-c4cncnc4)cc3)[C@@H]2C1	11
C[C@@H]1CN([C@@H](C)CO)C(=O)c2ccccc2-c2ccccc2CO[C@@H]1CN(C)C(=O)C1CC1	1.0
O=C(C[C@H]1CC[C@@H]2[C@H](COC[C@H](O)CN2C(=O)c2ccc3c(c2)OCO3)O1)NC1CCC1	1.0
CO[C@@H](CN(C)CC1CCOCC1)[C@@H](C)CN(C(=O)Nc1ccc(F)cc1)[C@H](C)CO	-1.0
Cc1ccc(S(=O)(=O)Nc2ccc3c(c2)C(=O)N([C@H](C)CO)C[C@H](C)[C@@H](CN(C)S(=O)(=O)c2cccs2)OCCCC[C@H](C)O3)cc1	-1.6
CCCC(=O)Nc1ccc2c(c1)C(=O)N(C)C[C@H](OC)[C@H](C)CN(C(=O)c1cnccn1)[C@@H](C)CO2	-0.2
O=C(CN1CCOCC1)NCC[C@H]1CC[C@H](NC(=O)Nc2ccccc2)[C@H](CO)O1	1.0

# 4 of these compounds in another layout:
O=S(=O)(Cc1ccccc1)N1CCCCN2[C@H](CO)[C@H](c3ccc(-c4cncnc4)cc3)[C@@H]2C1
  BioA inh: 11
C[C@@H]1CN([C@@H](C)CO)C(=O)c2ccccc2-c2ccccc2CO[C@@H]1CN(C)C(=O)C1CC1
  BioA inh: 1.0
O=C(C[C@H]1CC[C@@H]2[C@H](COC[C@H](O)CN2C(=O)c2ccc3c(c2)OCO3)O1)NC1CCC1
  BioA inh: 1.0
CO[C@@H](CN(C)CC1CCOCC1)[C@@H](C)CN(C(=O)Nc1ccc(F)cc1)[C@H](C)CO
  BioA inh: -1.0

# Continued.
SMILES	BioA inh
C[C@H](CO)N1C[C@H](C)[C@H](CN(C)Cc2ccccc2)Oc2ccc(NC(=O)Cc3ccccc3)cc2CC1=O	1.4
C[C@@H]1CN([C@H](C)CO)C(=O)c2cc(NC(=O)Nc3ccc4c(c3)OCO4)ccc2O[C@@H](C)CCCCO[C@@H]1CN(C)S(=O)(=O)c1ccc(Cl)cc1	-1.5
CCCC#Cc1ccc2c(c1)O[C@H](CN(C)C(=O)CN(C)C)[C@@H](C)CN([C@@H](C)CO)S2(=O)=O	-2.1
O=C(Nc1ccc(Cl)cc1)N[C@H]1CC[C@@H](CCNC(=O)c2ccccc2F)O[C@H]1CO	2.3
O=C(C[C@H]1C[C@H]2c3cc(NC(=O)Nc4ccc(C(F)(F)F)cc4)ccc3O[C@H]2[C@@H](CO)O1)NCc1ccc2c(c1)OCO2	0.0
CC(C)NC(=O)N(C)C[C@@H]1OCCCC[C@H](C)Oc2ccc(NC(=O)Nc3ccccc3)cc2C(=O)N([C@H](C)CO)C[C@@H]1C	-0.2
C[C@H](CO)N1C[C@H](C)[C@@H](CN(C)S(=O)(=O)c2cn(C)cn2)Oc2ncc(/C=C/c3ccccc3)cc2C1=O	0.4
CC(C)C#Cc1ccc([C@@H]2[C@@H](CO)N(C(=O)C3CCOCC3)[C@H]2C#N)cc1	-2.5
O=C(N[C@H]1CC[C@H](CCNS(=O)(=O)c2ccc(F)cc2)O[C@H]1CO)c1ccccn1	-2.2
CN1CCN(C(=O)C[C@H]2C[C@@H]3c4cc(NC(=O)Nc5ccccc5)ccc4O[C@@H]3[C@H](CO)O2)CC1	-2.2
CNC[C@H]1Oc2c(NS(=O)(=O)c3ccc(F)cc3)cccc2C(=O)N([C@@H](C)CO)C[C@@H]1C	2.7
C[C@@H]1CCCCO[C@H](CN(C)S(=O)(=O)c2ccccc2)[C@H](C)CN([C@H](C)CO)C(=O)c2cc(NS(=O)(=O)c3ccc(Cl)cc3)ccc2O1	-2.5
Cc1ccc(-c2ccc([C@H]3[C@H](CO)N4CCCCN(C)C[C@@H]34)cc2)cc1	1.2
O=C(Nc1ccc(F)cc1)N1C[C@H]2[C@@H](c3ccccc31)[C@@H](CO)N2Cc1ccccc1	-1.6
O=C(C[C@@H]1C[C@@H]2c3cc(NC(=O)Nc4ccccc4)ccc3O[C@@H]2[C@H](CO)O1)NC1CCCCC1	-1.7
C[C@@H]1CN([C@H](C)CO)C(=O)c2cc(C#Cc3cccc(F)c3)cnc2O[C@H]1CN(C)CC1CCCC1	-0.5

# Part of the list above, with each value named:
C[C@@H]1CN([C@H](C)CO)C(=O)c2cc(C#Cc3cccc(F)c3)cnc2O[C@H]1CN(C)CC1CCCC1
  BioA inh = -0.5

O=C(N[C@H]1CC[C@H](CCNS(=O)(=O)c2ccc(F)cc2)O[C@H]1CO)c1ccccn1
  BioA inh = -2.2

CN1CCN(C(=O)C[C@H]2C[C@@H]3c4cc(NC(=O)Nc5ccccc5)ccc4O[C@@H]3[C@H](CO)O2)CC1
  BioA inh = -2.2

# The list goes on.
structure	BioA inh
O=C(C[C@H]1C=C[C@H](NC(=O)Nc2ccc(C(F)(F)F)cc2)[C@@H](CO)O1)NCc1ccccn1	-0.9
O=C(Cc1ccccn1)N[C@H]1CC[C@H](CCn2cc(-c3ccccc3)nn2)O[C@@H]1CO	-0.4
C[C@@H]1CN([C@@H](C)CO)C(=O)c2cc(C3=CCCC3)cnc2O[C@@H]1CN(C)C(=O)c1ccc(F)cc1	2.0
COc1ccc(NC(=O)Nc2ccc3c(c2)CC(=O)N([C@@H](C)CO)C[C@@H](C)[C@@H](CN(C)C(=O)Nc2ccc(C(F)(F)F)cc2)O3)cc1	-3.5
CN(C)c1ccc2c(c1)[C@@H]1C[C@@H](CC(=O)NCc3ccccc3F)O[C@H](CO)[C@@H]1O2	-0.4
Cc1ccccc1S(=O)(=O)NCC[C@H]1CC[C@H](NC(=O)C2CCCC2)[C@@H](CO)O1	0.6
CNC(=O)C[C@H]1CC[C@@H]2[C@H](COC[C@H](O)CN2Cc2ccncc2)O1	4.6
O=C(C[C@H]1C[C@@H]2c3cc(NS(=O)(=O)c4ccc(F)cc4)ccc3O[C@@H]2[C@@H](CO)O1)N1CCc2ccccc2C1	-2.5
COc1ccc(NC(=O)N(C)C[C@H]2Oc3ccc(NC(=O)NC4CCCCC4)cc3C(=O)N([C@H](C)CO)C[C@H]2C)cc1	3.2
CCC(=O)N(C)C[C@H]1Oc2cc(-c3cccc(OC)c3)ccc2S(=O)(=O)N([C@@H](C)CO)C[C@H]1C	1.2
CN(C)C(=O)C[C@@H]1C[C@@H]2c3cc(NC(=O)NC4CCCCC4)ccc3O[C@@H]2[C@@H](CO)O1	0.8
CC(C)NC(=O)Nc1ccc2c(c1)C(=O)N(C)[C@H]1CC[C@H](CC(=O)NC3CCCCC3)O[C@H]1CO2	8.8
C[C@@H]1CN([C@H](C)CO)C(=O)c2cccc(NS(=O)(=O)c3ccccc3)c2O[C@H]1CN(C)Cc1ccc(-c2ccccc2)cc1	-2.4
CO[C@@H]1CN(C)C(=O)c2cc(NC(=O)C3CCCC3)ccc2OC[C@H](C)N(CCC(F)(F)F)C[C@@H]1C	1.0
CCCNC(=O)C[C@H]1C[C@@H]2c3cc(NC(=O)NC4CCCCC4)ccc3O[C@@H]2[C@@H](CO)O1	-3.3
C[C@H](CO)N1C[C@H](C)[C@@H](CN(C)Cc2ccc(Oc3ccccc3)cc2)Oc2ccc(NC(=O)Nc3cccc4ccccc34)cc2C1=O	-1.9
COc1ccc(-c2cnc3c(c2)C(=O)N([C@@H](C)CO)C[C@@H](C)[C@@H](CN(C)C(=O)Cc2ccccc2)O3)cc1	2.2
CC(=O)N1CC[C@@H]2[C@H]1c1cc(-c3ccccc3)ccc1N(C)[C@@H]2CO	9.0
COc1ccc(CNC(=O)C[C@H]2C[C@@H]3c4cc(N(C)C)ccc4O[C@@H]3[C@H](CO)O2)cc1	-1.4
O=C(OC[C@@H]1[C@H]2c3ccccc3OC1(CO)N=C1SCc3ccccc3CN12)c1ccccc1	1.6
Cc1ccc(-c2ccc3c(c2)O[C@H](CN(C)C(=O)Nc2ccc(F)cc2)[C@H](C)CN([C@H](C)CO)S3(=O)=O)cc1	-1.6
C[C@@H]1CN([C@@H](C)CO)C(=O)c2cc(C#CCN(C)C)cnc2O[C@@H]1CN(C)Cc1ccc(-c2ccccc2)cc1	-0.5
CO[C@@H]1CN(C)C(=O)c2ccc(NC(C)=O)cc2OC[C@H](C)N(C(=O)CN(C)C)C[C@H]1C	-4.1
C[C@@H]1CN([C@H](C)CO)C(=O)c2cc(NC(=O)CCC(F)(F)F)ccc2O[C@@H](C)CCCCO[C@H]1CN(C)S(=O)(=O)c1ccccc1	0.4
C[C@@H]1CCCCO[C@H](CN(C)C(=O)Nc2ccc(F)cc2)[C@@H](C)CN([C@@H](C)CO)C(=O)c2cc(NC(=O)NC3CCCCC3)ccc2O1	-1.1

# Bioassay records (PubChem)

# Only part of the results is shown (hit frequency here may not be typical).
